Screening data as filed in PubChem BioAssay.
TEAD-YAP inh: TEAD-YAP interaction inhibition, primary screen, TEAD-YAP interaction inhibitor project, luminescence, HEK-TIYL cells; TEAD-Gal4/YAP UAS-luciferase luminescence; hit rate 1.4% among 640,000; inhibition, % at 9.12 µM; in the data active = inhibition above about 32%;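 note: 0% = median of test compound wells and 100% = reference inhibitor wells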
MITF inh: MITF inhibitors, primary screen, biochemical, AlphaScreen, human | Microphthalmia-associated transcription factor (Homo sapiens), O75030 | AlphaScreen MITF homodimerization, bead proximity signal | inhibition, % at 2.6 µM | hit rate 0.91% among 650,000; in the data active = inhibition above about 50%;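 note: 0% = vehicle wells with protein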
FBW7 activator: FBW7 E3 ligase activators, primary screen, biochemical, AlphaScreen, human. F-box/WD repeat-containing protein 7 (Homo sapiens), Q969H0. AlphaScreen FBW7–phospho-cyclin E peptide binding, activator screen. normalized activity (activation), % at 26.1 µM. hit rate 0.13% among 650,000. AID 1259310, 2017; in the data active = normalized activity above about 1.9%;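 note: purified mutant Fbw7 with reduced substrate affinity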
Target sequence (Q969H0 whole entry, looked up): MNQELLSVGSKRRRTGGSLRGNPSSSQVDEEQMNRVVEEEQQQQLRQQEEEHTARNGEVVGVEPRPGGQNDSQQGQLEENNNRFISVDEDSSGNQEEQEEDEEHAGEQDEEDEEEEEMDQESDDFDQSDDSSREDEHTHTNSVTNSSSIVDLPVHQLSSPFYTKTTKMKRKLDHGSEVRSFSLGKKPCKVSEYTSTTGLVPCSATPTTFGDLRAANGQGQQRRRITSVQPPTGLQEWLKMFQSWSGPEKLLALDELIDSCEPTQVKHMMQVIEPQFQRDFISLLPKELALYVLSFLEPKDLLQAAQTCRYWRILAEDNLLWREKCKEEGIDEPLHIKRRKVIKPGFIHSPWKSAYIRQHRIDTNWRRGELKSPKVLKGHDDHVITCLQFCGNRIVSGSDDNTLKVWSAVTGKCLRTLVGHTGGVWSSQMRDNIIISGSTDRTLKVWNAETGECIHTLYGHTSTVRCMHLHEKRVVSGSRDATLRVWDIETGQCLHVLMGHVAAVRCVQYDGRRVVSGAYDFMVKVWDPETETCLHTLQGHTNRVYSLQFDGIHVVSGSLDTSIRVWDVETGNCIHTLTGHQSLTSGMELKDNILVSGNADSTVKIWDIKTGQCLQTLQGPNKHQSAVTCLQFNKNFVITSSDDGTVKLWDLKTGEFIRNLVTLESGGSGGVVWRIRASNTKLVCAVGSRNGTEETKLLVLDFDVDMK
GPR151 activ: activators of human GPR151, primary screen, cell-based, PathHunter beta-arrestin, luminescence; PathHunter beta-arrestin GPR151 cells; activation, % at 11.2 µM; hit rate 1% among 650,000; in the data active = activation above about 4.9%;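 note: 0% = median of compound wells and 100% = cells with positive control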
Starred values were filed as active, the others as inactive.

How did N#C/C(=C\c1cccc(O)c1)c1nc2ccccc2s1 do in these assays?
TEAD-YAP inh: -59; MITF inh: 9; FBW7 activator: 0.2; GPR151 activ: -0.9

What do the screens show for `CC(c1ccccc1)C1CC(=O)N(C2CCCCC2)C1=O` (centres undefined)?
TEAD-YAP inh: 2; MITF inh: 15; FBW7 activator: -0.2; GPR151 activ: 0.1

How did CCOC(=O)N1CCC(NC(=O)c2oc(=O)c3ccccc3c2-c2ccccc2)CC1 do in these assays?
TEAD-YAP inh: -11; MITF inh: 12; FBW7 activator: 0.0; GPR151 activ: 0.0

What do the screens show for `Nc1nc(OCC(F)(F)F)cc(OCC(F)(F)F)n1`?
TEAD-YAP inh: -1; MITF inh: 1; FBW7 activator: -0.1; GPR151 activ: -0.3

What do the screens show for `CSCCC1(C(=O)O)NC(c2cc(I)ccc2O)C2C(=O)N(Cc3ccccc3)C(=O)C21` (centres undefined)?
TEAD-YAP inh: 7; MITF inh: 15; FBW7 activator: 0.2; GPR151 activ: -0.9

How did O=C(Nc1ccc(F)cc1F)N1CCC2(CC1)C(=O)NCN2c1ccccc1 do in these assays?
TEAD-YAP inh: 5; MITF inh: 6; FBW7 activator: 1.3; GPR151 activ: -0.2

What do the screens show for `CC(C)C[C@H]1NC(=O)[C@@H]2C[C@H](NCc3cccc(Cl)c3)CN2C1=O`?
TEAD-YAP inh: -14; MITF inh: -13; FBW7 activator: -0.2; GPR151 activ: -1.1

What do the screens show for `COCC(=O)Nc1ccc2nc(C)n(-c3ccc(F)cc3)c(=O)c2c1`?
TEAD-YAP inh: -5; MITF inh: 0; FBW7 activator: -0.2; GPR151 activ: 0.5

How did COc1ccccc1NC(=O)CSc1nncn1C do in these assays?
TEAD-YAP inh: 4; MITF inh: 3; FBW7 activator: -0.1; GPR151 activ: 2.5

Results for Cc1ccc(CNC(=O)c2cnc(N3CCCC3)nc2)cc1 ?
TEAD-YAP inh: 2; MITF inh: -1; FBW7 activator: 0.2; GPR151 activ: 0.6

What do the screens show for `O=C(NC1CCN(Cc2ccccc2)CC1)c1cccc(N2CCC(N3CCOCC3)CC2)n1`?
TEAD-YAP inh: 5; MITF inh: 12; FBW7 activator: 0.0; GPR151 activ: 0.4

Results for Cc1cc(C(=O)OCc2ccc(COC(=O)c3cc(C)oc3C)cc2)c(C)o1 ?
TEAD-YAP inh: 8; MITF inh: -5; FBW7 activator: 0.2; GPR151 activ: 0.3

How did CCOC(=O)C(C)Sc1nc(-c2ccccc2Cl)cc(-c2ccccc2)c1C#N (centres undefined) do in these assays?
TEAD-YAP inh: -9; MITF inh: 3; FBW7 activator: 0.0; GPR151 activ: -2.8

How did CCN1C(=O)CC(CC(=O)N2CCCCC2c2nccn2C)(c2ccccc2C)C1=O (centres undefined) do in these assays?
TEAD-YAP inh: -58; MITF inh: -2; FBW7 activator: 0.1; GPR151 activ: 0.3

What do the screens show for `Cc1nc2ccc(NC(=O)c3n[nH]c(=O)c4ccccc34)cc2s1`?
TEAD-YAP inh: -50; MITF inh: -14; FBW7 activator: -0.3; GPR151 activ: 1.5

What do the screens show for `CCn1c2ccccc2n2c(=O)n(CC(=O)NCC3COc4ccccc4O3)nc12` (centres undefined)?
TEAD-YAP inh: 13; MITF inh: -5; FBW7 activator: 1.0; GPR151 activ: 7.5*

Results for CN(C)c1ccc2c3c(cccc13)C(=O)N(CCO)C2=O ?
TEAD-YAP inh: -20; MITF inh: -4; FBW7 activator: -0.4; GPR151 activ: -0.6

What do the screens show for `C(=N\Nc1nncc(-c2ccccc2)n1)/c1ccco1`?
TEAD-YAP inh: -33; MITF inh: 15; FBW7 activator: 0.0; GPR151 activ: -0.4

Results for Cc1noc(C)c1S(=O)(=O)N1CCC(C(=O)NCCC2=CCCCC2)CC1 ?
TEAD-YAP inh: 2; MITF inh: -1; FBW7 activator: 0.1; GPR151 activ: 0.2

How did CCOC(=O)c1nc2ccccc2c(=O)n1-c1ccc(Oc2ccc3c(c2)C(=O)N(c2ccccc2C(F)(F)F)C3=O)cc1 do in these assays?
TEAD-YAP inh: 5; MITF inh: -2; FBW7 activator: 0.0; GPR151 activ: 1.6

Results for Cc1cccc(NC(=O)C(NS(=O)(=O)c2ccc3nc(C)sc3c2)C(C)C)c1 (centres undefined) ?
TEAD-YAP inh: 3; MITF inh: -6; FBW7 activator: 0.0; GPR151 activ: -0.7

How did Cc1ccc(C(=O)NNC(=O)CCCc2c[nH]c3ccccc23)cc1 do in these assays?
TEAD-YAP inh: -12; MITF inh: -10; FBW7 activator: -0.2; GPR151 activ: 3.5

Results for COc1cc(=O)n2c(c1C(=O)NCCC(C)C)CCN(C/C(C)=C/c1ccccc1)CC2 ?
TEAD-YAP inh: 9; MITF inh: 0; FBW7 activator: 0.1; GPR151 activ: 0.0

What do the screens show for `Cc1sc2ncnc(SCc3ccccc3)c2c1C`?
TEAD-YAP inh: 5; MITF inh: -2; FBW7 activator: 0.1; GPR151 activ: 1.0

Results for Cc1ccc(CCN2C(=O)C3C(C(=O)Nc4cccc(C)c4)C4C=CC3(O4)C2C(=O)NC2CCCCC2C)cc1 (centres undefined) ?
TEAD-YAP inh: -3; MITF inh: 8; FBW7 activator: 0.0; GPR151 activ: 2.4

How did CCC(O)c1nc2ccccc2n1CCOc1ccc(OC)cc1 (centres undefined) do in these assays?
TEAD-YAP inh: 2; MITF inh: 3; FBW7 activator: 0.2; GPR151 activ: 0.6

How did COc1ccc(C(=O)Nc2cccc(SC)c2)cc1 do in these assays?
TEAD-YAP inh: -43; MITF inh: 6; FBW7 activator: 0.0; GPR151 activ: -1.7

How did O=C(CCc1nc(-c2ccccc2F)no1)Nc1ccccc1 do in these assays?
TEAD-YAP inh: -2; MITF inh: 10; FBW7 activator: 0.4; GPR151 activ: -0.4

How did COc1ccc(OC)c(NC(=O)CSc2ncn[nH]2)c1 do in these assays?
TEAD-YAP inh: -6; MITF inh: -1; FBW7 activator: 0.1; GPR151 activ: -0.4

How did CC1CN(C(=O)C2CCN(S(=O)(=O)c3ccccc3)CC2)CC(C)O1 (centres undefined) do in these assays?
TEAD-YAP inh: 3; MITF inh: 0; FBW7 activator: -0.1; GPR151 activ: 2.1

How did Cc1nc2c(cnn2-c2ccccc2)c(=O)n1-c1ccc(Br)cc1 do in these assays?
TEAD-YAP inh: 12; MITF inh: 3; FBW7 activator: -0.1; GPR151 activ: 1.1

Results for NC(=O)CN1CCN(C(=O)c2ccco2)CC1 ?
TEAD-YAP inh: 0; MITF inh: -6; FBW7 activator: -0.1; GPR151 activ: -0.3

Results for O=C(Nc1ccc2nn(-c3ccccc3)nc2c1)c1cccc(Br)c1 ?
TEAD-YAP inh: 2; MITF inh: -7; FBW7 activator: 0.1; GPR151 activ: -1.2

What do the screens show for `Cc1[nH]nc2c1C(Cc1ccccc1)C(C#N)=C(N)O2` (centres undefined)?
TEAD-YAP inh: 5; MITF inh: 4; FBW7 activator: -0.1; GPR151 activ: -0.9

How did O=C1CSc2nnc(-c3ccccc3)n21 do in these assays?
TEAD-YAP inh: 3; MITF inh: 5; FBW7 activator: -0.6; GPR151 activ: -0.7

Results for COc1ccc(S(=O)(=O)NCC2(O)CCCC2)c(C)c1 ?
TEAD-YAP inh: 0; MITF inh: 12; FBW7 activator: 0.2; GPR151 activ: -0.7

What do the screens show for `CCOC(=O)c1cc(C)n(Cc2ccc3c(c2)OCO3)c1C`?
TEAD-YAP inh: -2; MITF inh: 3; FBW7 activator: -0.1; GPR151 activ: 0.0

What do the screens show for `COc1cc([N+](=O)[O-])ccc1N=CC1=C(O)c2ccccc2C1=O`?
TEAD-YAP inh: 6; MITF inh: -8; FBW7 activator: -0.1; GPR151 activ: -1.3

Results for COCCNc1nc2c(c(=O)[nH]c(=O)n2C)n1Cc1ccccc1C ?
TEAD-YAP inh: 15; MITF inh: 5; FBW7 activator: 0.2; GPR151 activ: -0.1

How did CN(C)CCCNCC(=O)Nc1ccccc1N1CCOCC1 do in these assays?
TEAD-YAP inh: 2; MITF inh: 9; FBW7 activator: -0.1; GPR151 activ: 3.3

How did CCOc1ccc(CN2CCC(=O)NC2=O)cc1 do in these assays?
TEAD-YAP inh: 5; MITF inh: 13; FBW7 activator: -0.1; GPR151 activ: -0.9

How did CSCC[C@H](NC(=O)c1cccc([N+](=O)[O-])c1)c1nc2ccccc2[nH]1 do in these assays?
TEAD-YAP inh: 3; MITF inh: 10; FBW7 activator: -0.2; GPR151 activ: 1.5

What do the screens show for `CCOc1cccc(OCCCOc2ccc(C(=O)OC)cc2)c1`?
TEAD-YAP inh: 11; MITF inh: 6; FBW7 activator: 0.4; GPR151 activ: 0.1

Results for COC(NC(=O)Nc1sc2c(c1C#N)CCCC2)(C(F)(F)F)C(F)(F)F ?
TEAD-YAP inh: -7; MITF inh: 1; FBW7 activator: -0.1; GPR151 activ: 0.3

What do the screens show for `COc1ccc(N2C(=O)c3cccnc3C2Nc2ccc(F)c(F)c2)cc1` (centres undefined)?
TEAD-YAP inh: 3; MITF inh: 2; FBW7 activator: 0.0; GPR151 activ: 0.3

How did COc1ccc([N+](=O)[O-])cc1C=Nc1ccc(N2CCOCC2)cc1 do in these assays?
TEAD-YAP inh: 9; MITF inh: -17; FBW7 activator: 0.2; GPR151 activ: 0.2

How did COc1cc(C(=O)Nc2nnc(C(C)c3ccccc3)s2)cc(OC)c1OC (centres undefined) do in these assays?
TEAD-YAP inh: 17; MITF inh: 29; FBW7 activator: 0.0; GPR151 activ: 2.1

How did CC(C)NC(=O)CNC(=O)COc1ccccc1 do in these assays?
TEAD-YAP inh: 2; MITF inh: -1; FBW7 activator: 0.3; GPR151 activ: -1.6

What do the screens show for `CCn1c(/C=C/c2ccc3c(c2)OCO3)nc2ccccc2c1=O`?
TEAD-YAP inh: -7; MITF inh: 20; FBW7 activator: 0.3; GPR151 activ: 0.6

What do the screens show for `c1coc(Cn2nnnc2CN2CCN(C3CCCCC3)CC2)c1`?
TEAD-YAP inh: 6; MITF inh: 8; FBW7 activator: 0.1; GPR151 activ: 0.3

Results for COc1cc(/C=C2/C(=O)N(c3cccc(Br)c3)N=C2C)ccc1OC(=O)c1cccs1 ?
TEAD-YAP inh: -9; MITF inh: -16; FBW7 activator: -0.2; GPR151 activ: 0.1

How did CCOC(=O)N1CCc2c(sc(NC(=O)c3ccc(S(=O)(=O)N4CCCCC4)cc3)c2C(N)=O)C1 do in these assays?
TEAD-YAP inh: -8; MITF inh: -5; FBW7 activator: 0.0; GPR151 activ: 0.8

Results for COc1ccc(C(C(C(=O)c2cccs2)N2CCOCC2)N2CCOCC2)cc1 (centres undefined) ?
TEAD-YAP inh: -20; MITF inh: -12; FBW7 activator: 0.0; GPR151 activ: 0.7

What do the screens show for `CCc1nnc(SCC(=O)N2CCCc3ccccc32)nc1CC`?
TEAD-YAP inh: -2; MITF inh: -19; FBW7 activator: -0.1; GPR151 activ: -0.7

How did O=C(NCC1(c2ccccc2)CCOCC1)C1CC12CCN(C(=O)c1ccsc1)CC2 (centres undefined) do in these assays?
TEAD-YAP inh: -11; MITF inh: -2; FBW7 activator: -0.1; GPR151 activ: -0.5

What do the screens show for `CCCCn1c(SCc2ccc(Cl)cc2)nc2c(sc(=S)n2CCc2ccccc2)c1=O`?
TEAD-YAP inh: -5; MITF inh: 4; FBW7 activator: -0.1; GPR151 activ: -1.3

What do the screens show for `CC(C)CCN1CCc2nnc(-c3ccccc3)n2CC1`?
TEAD-YAP inh: -2; MITF inh: -17; FBW7 activator: 0.4; GPR151 activ: 1.1

How did O=C(NCC1Cc2cccc(-c3ccccn3)c2O1)c1ccoc1 (centres undefined) do in these assays?
TEAD-YAP inh: 1; MITF inh: 14; FBW7 activator: 0.2; GPR151 activ: -1.1

How did CCC(C)N1C(=O)C2C(C(=O)Nc3ccc(Cl)c(Cl)c3)C3C=CC2(O3)C1C(=O)NC1CCCCC1 (centres undefined) do in these assays?
TEAD-YAP inh: -4; MITF inh: 4; FBW7 activator: 0.1; GPR151 activ: -0.2

2 compounds drawn at random from the list so far:
What do the screens show for `CSCCC1(C(=O)O)NC(c2cc(I)ccc2O)C2C(=O)N(Cc3ccccc3)C(=O)C21` (centres undefined)?
TEAD-YAP inh: 7; MITF inh: 15; FBW7 activator: 0.2; GPR151 activ: -0.9

Results for COc1cc(=O)n2c(c1C(=O)NCCC(C)C)CCN(C/C(C)=C/c1ccccc1)CC2 ?
TEAD-YAP inh: 9; MITF inh: 0; FBW7 activator: 0.1; GPR151 activ: 0.0

Ordered by length of the SMILES (low to high): 4 of the compounds above
How did CCOc1ccc(CN2CCC(=O)NC2=O)cc1 do in these assays?
TEAD-YAP inh: 5; MITF inh: 13; FBW7 activator: -0.1; GPR151 activ: -0.9

How did O=C(NCC1Cc2cccc(-c3ccccn3)c2O1)c1ccoc1 (centres undefined) do in these assays?
TEAD-YAP inh: 1; MITF inh: 14; FBW7 activator: 0.2; GPR151 activ: -1.1

What do the screens show for `CCCCn1c(SCc2ccc(Cl)cc2)nc2c(sc(=S)n2CCc2ccccc2)c1=O`?
TEAD-YAP inh: -5; MITF inh: 4; FBW7 activator: -0.1; GPR151 activ: -1.3

How did CSCC[C@H](NC(=O)c1cccc([N+](=O)[O-])c1)c1nc2ccccc2[nH]1 do in these assays?
TEAD-YAP inh: 3; MITF inh: 10; FBW7 activator: -0.2; GPR151 activ: 1.5
